MEP2 TOR yeast = modulators of TOR pathway MEP2-GFP in S. cerevisiae. S. cerevisiae MEP2-GFP strain, flow cytometry GFP, 3 h; 100% = DMSO control level. AID 2016. hit rate 0.51% among 330,000. GFP response vs DMSO, % at 10 µM;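 active means GFP response versus DMSO above a set limit, roughly screen mean plus 3 SD, cut at about 180% in these data; inconclusive means fewer than 70 cells counted for a yeast strain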;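 further: median GFP fluorescence of the barcode-gated MEP2-GFP cells per well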
proCasp7 act = counter-screen for procaspase-3 activators: activators of human procaspase-7; activation, % at 8.5 µM; hit rate 0.093% among 330,000; recombinant procaspase-7, Ac-DEVD-pNA absorbance 405 nm; D23A/D198A/D206A triple mutant, cannot self-cleave; scale: DMSO 0, 5 µM enzyme 100; P55210;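 active means percent activation above the screen-wide mean plus 3 SD, cut at about 25% in these data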
Target sequence (P55210 whole entry D23A/D198A/D206A): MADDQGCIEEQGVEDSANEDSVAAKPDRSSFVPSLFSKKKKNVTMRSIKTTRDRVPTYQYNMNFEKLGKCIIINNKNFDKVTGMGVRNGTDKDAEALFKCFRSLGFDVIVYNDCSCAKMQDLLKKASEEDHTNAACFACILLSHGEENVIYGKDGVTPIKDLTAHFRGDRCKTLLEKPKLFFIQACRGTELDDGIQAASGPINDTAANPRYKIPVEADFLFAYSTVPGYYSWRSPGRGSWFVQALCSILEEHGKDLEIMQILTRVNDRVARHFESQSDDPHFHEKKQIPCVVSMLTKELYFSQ
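Material: Procaspase-7 triple mutant (PC-7 D3A) | Quantity: 2 µM procaspase-7 mutant as dispensed | Reagent: DEVD-pNA substrate | Times: 1 h preincubation, 2 h reaction | Technique: 405 nm absorbance of p-nitroaniline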
LAP4-GFP MLPCN = yeast TOR pathway LAP4-GFP modulation; hit rate 0.34% among 320,000; S. cerevisiae LAP4-GFP multiplex, flow cytometry GFP, 3 h; median GFP as percent of DMSO wells; GFP response vs DMSO, % at 10 µM; AID 2023;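 active means GFP response vs DMSO above a set limit, about the screen mean plus 3 SD, cut at about 150% in these data; inconclusive means under 70 cell events counted for the yeast strain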
AHR act = activators of human aryl hydrocarbon receptor; P35869; AID 2796; AHR-responsive luciferase reporter cells, luminescence; hit rate 2.5% among 320,000; activation, % at 5 µM; in the data active means activation above about 47%;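 further: 0% = vehicle wells and 100% = reference agonist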
Target sequence (P35869 whole entry, looked up): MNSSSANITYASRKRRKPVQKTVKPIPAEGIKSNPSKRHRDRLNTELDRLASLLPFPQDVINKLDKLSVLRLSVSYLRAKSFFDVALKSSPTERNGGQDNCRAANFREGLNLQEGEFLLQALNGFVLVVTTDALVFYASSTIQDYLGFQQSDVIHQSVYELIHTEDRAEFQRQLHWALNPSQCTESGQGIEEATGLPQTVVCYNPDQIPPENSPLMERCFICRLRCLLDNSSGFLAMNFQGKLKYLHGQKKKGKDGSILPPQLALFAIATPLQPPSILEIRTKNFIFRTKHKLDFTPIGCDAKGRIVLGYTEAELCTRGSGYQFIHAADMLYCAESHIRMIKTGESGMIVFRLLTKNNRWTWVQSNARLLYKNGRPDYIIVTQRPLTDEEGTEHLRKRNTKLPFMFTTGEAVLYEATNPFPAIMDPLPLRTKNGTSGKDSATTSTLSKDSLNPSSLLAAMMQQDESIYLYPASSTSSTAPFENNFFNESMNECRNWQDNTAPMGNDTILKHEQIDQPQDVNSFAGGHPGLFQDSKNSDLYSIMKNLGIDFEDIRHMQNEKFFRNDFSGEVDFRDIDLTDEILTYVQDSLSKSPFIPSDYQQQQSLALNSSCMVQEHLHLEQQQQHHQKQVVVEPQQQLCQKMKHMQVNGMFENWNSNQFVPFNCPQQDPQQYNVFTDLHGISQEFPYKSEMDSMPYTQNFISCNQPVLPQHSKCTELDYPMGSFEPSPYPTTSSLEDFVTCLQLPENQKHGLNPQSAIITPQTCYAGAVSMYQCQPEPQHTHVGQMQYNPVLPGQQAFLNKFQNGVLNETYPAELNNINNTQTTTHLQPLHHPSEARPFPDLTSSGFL
CIT2 TOR yeast = yeast TOR pathway CIT2-GFP modulation. S. cerevisiae CIT2-GFP strain, flow cytometry, 3 h; 100 means same as DMSO wells. GFP response vs DMSO, % at 10 µM. hit rate 0.065% among 320,000. AID 2029;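 active means GFP response relative to DMSO above a set limit, near the screen mean plus 3 SD, cut at about 150% in these data; inconclusive means Fewer than 70 cells measured for a yeast strain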;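 further: ratio of well median GFP fluorescence to mean of DMSO wells on the plate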
procasp3 activ = activators of human procaspase-3. recombinant procaspase-3 D3A, Ac-DEVD-pNA absorbance 405 nm. hit rate 0.11% among 330,000. activation, % at 8.5 µM. P42574;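 active means activation above the mean of all tested compounds plus 3 SD, cut at about 21% in these data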;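 further: 0% = DMSO alone and 100% = DMSO wells spiked with extra 5 µM PC-3 D3A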
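Evaluation: percent activation relative to control range; Material: Procaspase-3 D3A mutant, all three cleavage aspartates alanine; Compound: single dose, 8.5 µM nominal compound, 0.8% DMSO; Replication: one well per compound; Signal: absorbance at 405 nm, 0 and 120 min; Schedule: 1 h preincubation plus 2 h reaction at 25 °C.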
AGP1-GFP MLPCN = yeast TOR pathway AGP1-GFP modulation. S. cerevisiae AGP1-GFP multiplex flow cytometry, 3 h; GFP as percent of DMSO wells. hit rate 0.02% among 320,000. GFP response vs DMSO, % at 10 µM;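 active means GFP response relative to DMSO above a set limit, near screen average plus 3 SD, cut at about 150% in these data; inconclusive means fewer than 70 cells counted for the yeast strain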;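 further: median GFP channel fluorescence of the gated AGP1 strain per well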
RPL19A TOR yeast = modulators of TOR pathway RPL19A-GFP in S. cerevisiae. hit rate 0.3% among 330,000. percent response vs DMSO, % at 10 µM. S. cerevisiae RPL19A-GFP strain, flow cytometry, 3 h; hits give low values;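 active means percent response vs DMSO below 50%; inconclusive means fewer than 70 events counted for the yeast strain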;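 further: median channel GFP fluorescence of the barcoded RPL19A-GFP strain; ratio of sample median GFP to plate DMSO average so 100% = DMSO; lower means less RPL19A-GFP as with rapamycin TOR inhibition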
Active calls of the source: *; ? = inconclusive; . = not tested or not shown; [ ] = another dose, or the depositor's remark.

Results follow in this order: proCasp7 act	LAP4-GFP MLPCN	AHR act	MEP2 TOR yeast	procasp3 activ	RPL19A TOR yeast	AGP1-GFP MLPCN	CIT2 TOR yeast
1: COc1cccc(C2=NOC(C(=O)NCC3CCCO3)C2)c1 (stereo not drawn)
→ 6.8	99.9	-0.9	101.7	-0.5	98.8	104.8	100.1
2: Cc1n[nH]c(=O)c2c1nnn2Cc1ccccc1Cl
→ .	98.9	.	112.2	.	112.2	106.7	107.0
3: CCN(CC)CCNC(=O)c1ccc(NC(=O)Nc2cccc3ccccc23)cc1
→ -4.8	96.5	5.3	96.8	-0.8	94.3	95.2	92.0
4: CCOC(=O)C(=O)CC(=O)c1ccc2c(c1)OCCO2
→ -7.8	71.2	2.1	97.4	10.9	113.8	107.4	115.1
5: CCCC(=O)N(CC(=O)Nc1sc(C)c(C)c1C(N)=O)Cc1ccccc1
→ 13.0	93.8	3.7	104.7	6.4	101.8	81.7	71.1
6: CCN(CC)S(=O)(=O)c1cccc(-c2nnc(SCC(=O)NC3CCCCCCC3)n2N)c1
→ -0.8	100.8	0.1	94.5	-9.2	98.7	102.4	97.7
7: CCC(=O)Nc1ccc(S(=O)(=O)Nc2ccccn2)cc1
→ 3.0	100.7	1.7	98.3	-11.3	91.2	102.0	99.5
8: Cc1ccc(C)c(N2CCN(S(=O)(=O)c3ccc(-c4cc(C)no4)s3)CC2)c1
→ -4.5	95.2	1.3	99.2	4.2	95.6	99.5	96.0
9: OC(C#Cc1ccccn1)c1cccs1 (stereo not drawn)
→ -13.0	99.2	7.8	99.4	-8.0	97.4	97.5	94.0
10: CCOC(=O)C1(CCOc2ccccc2)CCN(CCCn2cccn2)CC1
→ 9.3	111.7	8.0	92.5	1.1	97.8	98.2	91.5
11: CCN(CC)c1ccc(C(=O)NNC(=O)CNC(=O)c2cccs2)cc1
→ 6.9	97.1	4.5	97.6	-2.6	97.6	100.3	97.9
12: Cc1ccc(S(=O)(=O)N(C)CC(=O)NCCc2c[nH]c3ccccc23)cc1
→ 7.4	93.2	11.9	106.4	7.8	99.7	98.0	100.3
13: O=C(CN1CCN(S(=O)(=O)c2ccc(Cl)cc2)CC1)Nc1ccc(N2CCOCC2)cc1
→ 2.6	100.5	8.2	104.5	5.5	98.1	100.6	96.8
14: COc1ccc(C=O)cc1CN1CCCN(Cc2ccc(Cl)cc2)S1(=O)=O
→ -16.8	97.2	1.8	110.7	2.2	102.8	95.4	97.8
15: COc1ccc(NC(=O)COC(=O)C2CC2)c(OC)c1
→ 7.4	91.2	0.5	98.4	1.8	93.1	92.0	98.2
16: CC(C)CNC(=O)CC(=O)N/N=C/c1cccs1
→ 19.3	105.4	0.2	98.6	6.9	98.5	98.8	92.4
17: COc1cc(CCC(=O)OCC(=O)Nc2cccc(S(N)(=O)=O)c2)cc(OC)c1OC
→ 2.6	88.3	6.4	101.8	-2.4	104.6	100.2	102.1
18: CN(C(=O)COC(=O)/C=C/c1cccc([N+](=O)[O-])c1)C1CCS(=O)(=O)C1 (stereo not drawn)
→ -2.7	106.2	1.6	93.8	2.6	96.2	100.5	103.4
19: Cc1ccccc1NC(=S)NC(=O)COc1ccccc1C
→ -0.8	105.0	-2.0	98.1	3.5	94.5	94.6	93.0
20: Cc1c(S(=O)(=O)N2CC(C)CC(C)C2)c(=O)n(C)c(=O)n1C (stereo not drawn)
→ -11.8	101.1	-0.9	96.9	-6.2	94.1	106.4	102.8
21: CC(C)(C)OC(=O)C[C@@H]1C/C=C\C[C@H](CC(=O)N(CCO)Cc2ccccc2)C(=O)N[C@H](C(C)(C)C)COC1=O
→ 10.6	92.7	-0.7	93.1	1.9	96.2	96.7	84.6
22: Cc1ccc(C)c(NC(=O)c2ccccc2Sc2ccc([N+](=O)[O-])cc2Cl)c1
→ 1.3	94.0	6.9	100.1	4.2	112.8	100.9	103.0
23: COCCNC(=O)/C(C#N)=C/C(C)=C/c1ccccc1
→ -6.8	99.1	-4.9	97.2	1.4	103.1	88.9	93.1
24: CCOc1ccc(S(=O)(=O)NCc2ccncc2)cc1
→ -0.6	97.3	-13.3	108.5	-8.9	103.8	112.7	106.5
25: Cc1nn(C(C)(C)C)c(OC(=O)c2ccc3c(c2)OCO3)c1S(=O)(=O)c1ccccc1
→ 5.9	101.6	-0.1	109.2	11.3	98.7	101.8	105.1
26: COc1ccccc1C(=O)NC(CCSC)C(=O)NNC(=O)c1ccccc1C (stereo not drawn)
→ 6.9	104.2	3.5	102.6	-5.0	101.7	106.0	91.7
27: CCCNC(=S)N1CCN(c2nc(-c3cccc(OC)c3)cs2)CC1
→ -1.4	91.6	1.5	103.9	-9.6	99.2	94.5	103.3
28: C[C@@]12CCC=C[C@H]1[C@H](c1ccc(/C=C/c3ccccc3)cc1F)N(Cc1ccccc1)C2=O
→ 1.1	96.8	8.4	97.7	-0.9	96.8	91.9	89.9
29: O=C(C[n+]1ccc(/C=N/O)cc1)N(Cc1ccccc1)Cc1ccccc1
→ -13.0	99.4	7.7	106.8	-8.0	109.8	103.2	97.5
30: CSc1ccccc1NC(=O)c1ccoc1C
→ 4.2	86.2	2.9	101.7	6.8	99.4	92.9	111.4

Going on with the list:
Results follow in this order: proCasp7 act	LAP4-GFP MLPCN	AHR act	MEP2 TOR yeast	procasp3 activ	RPL19A TOR yeast	AGP1-GFP MLPCN	CIT2 TOR yeast
31: CCCOc1nc2ccccc2cc1/C=C/C(=O)O
→ 11.1	116.6	2.9	70.3	10.3	89.9	83.5	83.2
32: NC(=O)c1ccc(-n2nnnc2SCC(=O)NC2CCCCC2)cc1
→ -2.3	101.0	3.6	99.3	-7.2	100.0	104.6	104.7
33: O=C(Nc1ccc[n+](CC(=O)c2cccc3ccccc23)c1)c1ccccc1
→ 2.9	86.7	19.3	100.4	1.5	95.8	99.7	94.6
34: O=C1Nc2ccc(Br)cc2C1(O)Cc1ccncc1 (stereo not drawn)
→ 3.7	112.5[may fluoresce violet]	0.3	437.9*[may fluoresce violet]	1.1	15.8*[may fluoresce violet]	?	?
35: O=C(CN1CCS(=O)(=O)CC1)NNC(=O)C1CCCCC1
→ 9.6	98.4	-0.5	102.7	9.6	99.3	112.4	116.8
36: O=C(N/N=C\c1cc2c(cc1[N+](=O)[O-])OCO2)c1cccs1
→ .	70.2	.	97.1	.	107.4	92.5	91.5
37: COc1cc2c(C)nc(C)c(C#N)c2cc1OC
→ -1.8	102.7	-1.1	104.7	-3.0	97.5	98.7	90.4
38: Cc1ccc(-c2ccc(=O)n(CCC(=O)N3CCN(c4cccc(C)c4)C(C)C3)n2)cc1 (stereo not drawn)
→ -13.3	99.4	8.0	109.7	3.3	107.7	107.5	110.1
39: CCOC(=O)N1CCN(C(=O)C2CCC(=O)N(CCCN3CCCC3=O)C2)CC1 (stereo not drawn)
→ 8.3	102.0	-6.4	99.6	8.4	105.0	105.5	108.8
40: CC12CCC(C(=O)N(CC3CO3)C1=O)C2(C)C (stereo not drawn)
→ 2.6	103.8	-1.5	106.5	5.6	115.3	105.2	103.6
41: Cc1ccc(CC(=O)Nc2cccnc2)cc1
→ -0.1	93.1	13.9	103.5	-4.1	98.9	95.0	99.5
42: Cc1ccc(NC(=O)CSCC(=O)Nc2ccccc2C(=O)N2CCCCC2)cc1
→ 0.9	102.0	3.2	102.3	2.1	104.4	111.4	109.7
43: CC(=C/c1ccccc1)/C=N/n1cnnc1
→ 4.2	98.9	3.5	100.8	0.7	101.9	96.1	92.0
44: Nc1cccc2cc(-c3ccccc3)oc12
→ -6.5	102.6	20.1	93.4	-16.5	94.2	84.5	84.4
45: COC(=O)CSc1nnnn1-c1ccccc1
→ -2.3	115.2	0.3	105.0	5.5	105.6	107.5	112.9
46: N#Cc1c(F)cccc1NCc1cccnc1
→ -1.5	95.7	7.6	110.1	-4.4	100.6	91.5	97.2
47: O=C(c1ncc[nH]1)c1ccccc1C(=O)N1CCOCC1
→ -2.1	105.4	-0.4	107.8	0.7	100.7	103.5	105.5
48: Cc1cccc(NC(=O)CNC(=O)c2cccs2)n1
→ -1.0	91.1	6.4	96.3	4.6	95.5	98.2	94.9
49: COc1ccc(S(=O)(=O)N2CCCCCC2)cc1C(=O)OCC(=O)NCC(C)C
→ 0.2	100.1	1.9	90.2	-0.3	95.7	97.0	86.2
50: Cc1nn(-c2ccccc2)c(C)c1-c1cc(C(=O)N/N=C/c2cccnc2)[nH]n1
→ 10.5	84.7	-0.7	93.0	-7.7	88.0	86.1	.
51: CC(C)Oc1ccc(S(=O)(=O)N2CCOCC2)cc1NC(=O)C(C)Oc1ccc(F)cc1 (stereo not drawn)
→ -4.5	114.7	2.6	96.4	-3.6	98.2	99.6	91.2
52: Cc1ccc2[nH]c3c(c2c1)CC/C(=C/c1ccccc1)C3=O
→ -3.0	94.7	5.1	104.1	-9.5	97.3	96.1	89.7
53: O=C1CCCN1CCCNc1ncnc2c1[nH]c1ccccc12
→ 7.4	103.2	33.2	109.7	-7.9	104.0	106.2	103.7
54: COc1ccccc1C(=O)Nc1ccccc1C(=O)NCc1ccco1
→ 6.7	106.9	6.2	97.6	-2.9	97.5	93.8	88.3
55: Cc1cc(C(=O)Nc2c(C)n(C)n(-c3ccccc3)c2=O)cs1
→ -4.0	108.3	0.1	99.3	-7.3	99.8	98.6	99.9
56: NC(=O)NC(=O)CC1S/C(=N/N=C/c2ccccc2)NC1=O (stereo not drawn)
→ -1.0	92.3	12.8	97.1	4.5	94.0	97.9	89.2
57: COC(=O)C(C)Sc1nc(N)c(NC(=O)c2ccco2)c(=O)[nH]1 (stereo not drawn)
→ 10.1	115.0	6.3	104.7	-2.6	103.9	94.6	98.4
58: CCCC(=O)N1CCN(c2nnc(-c3ccc(C)cc3)c3ccccc23)CC1
→ 9.0	93.5	-0.2	101.2	-3.2	98.1	90.2	96.5
59: O=C(CC(=O)c1ccccc1)Nc1ccccc1
→ 5.8	91.6	1.0	94.6	-0.6	89.3	89.4	82.1
60: COc1ccccc1N(CC(=O)NCC(C)C)S(=O)(=O)c1cccs1
→ 5.2	109.9	-0.2	114.6	-1.1	102.3	110.0	111.0

Next part
Results follow in this order: proCasp7 act	LAP4-GFP MLPCN	AHR act	MEP2 TOR yeast	procasp3 activ	RPL19A TOR yeast	AGP1-GFP MLPCN	CIT2 TOR yeast
61: COC(=O)N/N=C(C)\C=C\c1ccco1
→ 4.6	97.9	6.8	96.4	7.4	99.6	96.8	92.3
62: COC(=O)c1sc(NC(=O)CSc2nnc(C(C)C)n2C)nc1C
→ -3.8	96.0	-0.7	99.0	7.4	99.0	93.0	116.6
63: COc1ccc(-c2cc(-c3ccc(OC)c(OC)c3)n[nH]2)c(O)c1
→ -2.8	115.6	4.3	95.2	-4.8	90.1	82.6	87.9
64: CCOC(=O)N1CCN(C(=O)CN(Cc2ccc(Cl)cc2)S(=O)(=O)c2ccccc2)CC1
→ -7.5	96.5	-0.3	95.8	-0.8	100.1	101.9	106.6
65: Cc1ccc(-n2c(=O)cc(N3CCC(C)CC3)[nH]c2=O)cc1
→ 0.4	?	3.1	?	3.6	?	?	?
66: COc1cc(CC(=O)OCC(=O)Nc2ccc(S(=O)(=O)N3CCCC3)cc2)cc(OC)c1OC
→ 0.8	97.5	0.4	95.7	-0.9	.	99.8	98.4
67: CCOC(=O)Nc1ccc2c(COC(=O)C(NS(=O)(=O)c3ccc(Cl)cc3)C(C)O)cc(=O)oc2c1 (stereo not drawn)
→ -1.8	95.0	-2.1	106.1	-1.1	95.2	95.2	96.7

Bioassay records as filed in PubChem.
